# MPTP block = mitochondrial permeability transition pore inhibitors, primary screen, biochemical, isolated mouse mitochondria, absorbance; 1.4% of 360,000 active; Ca2+ swelling absorbance, 30 min; inhibition, % at 10 µM;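 active means inhibition of 50% or more, scaled per plate between neutral and stimulator controls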;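 further: 0% = DMSO wells given calcium and 100% = 1 mM EGTA wells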
# GRIN3A LBD mod = binders of NR3A ligand-binding domain, primary screen, biophysical, differential scanning fluorimetry, uHTS | AID 1259313, 2017 | NR3A LBD differential scanning fluorimetry, Tm shift; 0% = protein alone, 100% = glycine-bound protein | 2.5% of 340,000 active | Tm shift relative to glycine control, % at 25 µM;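 active means melting temperature shift of at least 10% of the positive control shift, at one fixed dose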
# mIAP act = activators of mouse IAP, primary screen, biochemical, luminescence, uHTS; muIAP, CDP-Star luminescence, 30 min; active compounds read high; 1 = vehicle-only enzyme signal, 0 = enzyme-free wells; activation factor at 10 µM; 0.24% of 330,000 active; AID 2805, 2010;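 active means activation factor of at least 2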; further: the source names both 10 and 20 µM as test concentration; values of inactives mirror those of a sister screen read the other way
#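 System: mouse IAP enzyme. Reagent: CDP-Star chemiluminescent phosphatase substrate. Benchmarks: DMSO wells, no-enzyme wells. Times: 30 min enzyme-substrate-compound incubation at room temperature. Detection: luminescence from enzymatic CDP-Star hydrolysis. Doses: test compounds delivered from DMSO solution.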
# hIAP block = human IAP inhibitors, primary screen, biochemical, luminescence, uHTS; Intestinal-type alkaline phosphatase (Homo sapiens), P09923; purified IAP, CDP-Star luminescence, 30 min; inhibition, % at 10 µM; 0.12% of 330,000 active;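 active means inhibition reaching a set limit with compound at 10 µM in the primary screen, cut at about 35% in these data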;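 further: plate controls were DMSO wells with enzyme for no effect and no-enzyme buffer wells for full effect; values of inactives mirror those of a sister screen read the other way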
# beta cell repl = inducers of MIN6 beta-cell proliferation, primary screen, ATP luminescence, uHTS. proliferation, % at 10 µM. 0.29% of 330,000 active. MIN6 cells proliferation, ATPlite luminescence, 48 h; cells starved in 0.2% serum; 100% = growth in 10% serum. AID 2380, 2010;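 active means compounds whose signal lies at least 3.5 SD above the mean of all wells on their plate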;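 further: 0% = DMSO-treated cells in low-serum medium and 100% = 10% serum control; some compounds called inactive have numbers as strong as hits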
# hIAP activ = human IAP activators, primary screen, biochemical, luminescence, uHTS; purified human IAP, CDP-Star luminescence, 30 min; active compounds read high; 1 = vehicle-only enzyme, 0 = enzyme-free background; activation factor at 10 µM; 0.16% of 330,000 active; AID 2524, 2010;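 active means activation factor of the enzyme at least 2-fold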; further: the source names both 10 and 20 µM as test concentration; values of inactives mirror those of a sister screen read the other way
# A3A deaminase = APOBEC3A ssDNA deaminase inhibitors, primary screen, selectivity assay for APOBEC3G inhibitor project, biochemical, FAM/TAMRA oligo cleavage fluorescence. DNA dC->dU-editing enzyme APOBEC-3A (Homo sapiens), P31941. recombinant A3A, FAM/TAMRA ssDNA deamination fluorescence. inhibition, % at 20 µM. 0.41% of 330,000 active. AID 493011, 2011;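 active means at least 40% inhibition at 20 µM here, with at most 30% in a related deaminase screen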;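 further: plate controls were A3A with DMSO for no effect and wells lacking A3A enzyme for full effect; some results filed as inactive read as strong as hits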
# Target sequence (P31941 whole entry, looked up): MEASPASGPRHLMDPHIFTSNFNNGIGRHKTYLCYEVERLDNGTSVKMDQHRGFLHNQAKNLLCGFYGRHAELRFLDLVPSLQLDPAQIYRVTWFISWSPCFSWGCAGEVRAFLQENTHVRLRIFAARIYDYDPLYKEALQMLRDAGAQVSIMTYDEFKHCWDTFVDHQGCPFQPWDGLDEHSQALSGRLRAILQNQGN
# APOBEC3G inh = APOBEC3G DNA deaminase inhibitors, primary screen, biochemical, fluorescence, single-stranded DNA substrate, uHTS. DNA dC->dU-editing enzyme APOBEC-3G (Homo sapiens), Q9HC16. recombinant A3G, ssDNA deamination FAM/TAMRA fluorescence. inhibition, % at 20 µM. 0.28% of 330,000 active. AID 493012, 2011;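 active means inhibition of at least 40% at 20 µM, with no more than 30% in the related APOBEC3A deaminase screen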;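 further: plate controls were DMSO wells with A3G for no effect and wells lacking A3G enzyme for full effect; some compounds called inactive have numbers as strong as hits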
# Target sequence (Q9HC16 whole entry, looked up): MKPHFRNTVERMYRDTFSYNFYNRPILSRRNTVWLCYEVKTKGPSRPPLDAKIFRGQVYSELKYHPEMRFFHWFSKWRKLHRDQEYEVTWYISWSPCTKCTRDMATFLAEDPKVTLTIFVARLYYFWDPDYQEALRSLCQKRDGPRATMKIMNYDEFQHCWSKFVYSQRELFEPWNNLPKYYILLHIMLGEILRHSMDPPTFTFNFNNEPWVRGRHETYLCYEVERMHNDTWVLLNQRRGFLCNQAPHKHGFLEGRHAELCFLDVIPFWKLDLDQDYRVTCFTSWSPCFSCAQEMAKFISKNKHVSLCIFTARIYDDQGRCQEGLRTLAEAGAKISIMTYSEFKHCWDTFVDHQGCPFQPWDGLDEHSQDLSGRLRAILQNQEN
# mIAP inh = inhibitors of mouse IAP, primary screen, biochemical, luminescence, uHTS; intestinal alkaline phosphatase [Mus musculus]; purified mouse IAP, CDP-Star luminescence, 30 min; inhibition, % at 10 µM; 0.2% of 330,000 active; AID 2806, 2010;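 active means inhibition of at least 40% at 10 µM in the primary screen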;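 further: plate controls were DMSO with enzyme for no effect and no enzyme wells for full effect; values of inactives mirror those of a sister screen read the other way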
# Starred values were filed as active, the others as inactive; . = not tested or not shown.
# A first look:
SMILES,MPTP block,GRIN3A LBD mod,mIAP act,hIAP block,beta cell repl,hIAP activ,A3A deaminase,APOBEC3G inh,mIAP inh
COc1ccc(NS(=O)(=O)c2ccc(N3CCCC3=O)cc2)cn1,0.1,1,0.92,8,-1,0.92,-3,-4,8
C=CCC1C=CCC(CC=C)N1C(=O)c1ccccc1[N+](=O)[O-] (stereo unspecified),0.3,-1,1,13,0,0.87,1,0,-1
Cc1ccccc1NC(=O)COC(=O)C1CC2CCCC(C1)C2=O (stereo unspecified),-1.1,1,1.1,-3,3,1,2,-2,-14
Cc1cc2ccccn2c1C(=O)c1cccc([N+](=O)[O-])c1,1.0,0,0.85,9,1,0.91,24,-9,15
CC[n+]1ccc(C)c2cc(SC(F)(F)F)ccc21,0.6,-4,0.94,5,-1,0.95,0,-8,6
Cc1nc2ccccc2nc1CN1CCC(CO)(CC2CCCCO2)CC1 (stereo unspecified),1.8,-1,1,4,-1,0.95,3,3,-1
CCN1CCN(c2ccc(Cl)cc2NC(=O)c2ccc(-n3nc(C)cc3C)cc2)CC1,-0.3,-3,0.98,2,-6,0.98,-5,-11,2
O=C(O)c1ccccc1C(=O)Nc1ccc(-n2ccc(C(F)(F)F)n2)cc1,2.5,-1,0.94,4,-2,0.96,-2,-1,6
O=C(/C=C/c1ccco1)NC(=S)Nc1cccc(-c2nc3ccccc3o2)c1,0.4,4,0.67,-2,-4,1,1,-7,33
CC(C)CCNC(=O)C12CN(Cc3ccccc3)CC1C(c1ccc([N+](=O)[O-])cc1)=NO2 (stereo unspecified),0.8,3,0.88,-1,-6,1,3,-1,12
Cc1nn(CC(=O)N2CCc3ccccc32)c(C)c1S(=O)(=O)NC(C)(C)C,-0.7,2,1,-5,-3,1,-3,-5,-2

# All compounds of this part (from the top)
SMILES,MPTP block,GRIN3A LBD mod,mIAP act,hIAP block,beta cell repl,hIAP activ,A3A deaminase,APOBEC3G inh,mIAP inh
COc1ccc(NS(=O)(=O)c2ccc(N3CCCC3=O)cc2)cn1,0.1,1,0.92,8,-1,0.92,-3,-4,8
C=CCC1C=CCC(CC=C)N1C(=O)c1ccccc1[N+](=O)[O-] (stereo unspecified),0.3,-1,1,13,0,0.87,1,0,-1
Cc1ccccc1NC(=O)COC(=O)C1CC2CCCC(C1)C2=O (stereo unspecified),-1.1,1,1.1,-3,3,1,2,-2,-14
Cc1cc2ccccn2c1C(=O)c1cccc([N+](=O)[O-])c1,1.0,0,0.85,9,1,0.91,24,-9,15
CC[n+]1ccc(C)c2cc(SC(F)(F)F)ccc21,0.6,-4,0.94,5,-1,0.95,0,-8,6
Cc1nc2ccccc2nc1CN1CCC(CO)(CC2CCCCO2)CC1 (stereo unspecified),1.8,-1,1,4,-1,0.95,3,3,-1
CCN1CCN(c2ccc(Cl)cc2NC(=O)c2ccc(-n3nc(C)cc3C)cc2)CC1,-0.3,-3,0.98,2,-6,0.98,-5,-11,2
O=C(O)c1ccccc1C(=O)Nc1ccc(-n2ccc(C(F)(F)F)n2)cc1,2.5,-1,0.94,4,-2,0.96,-2,-1,6
O=C(/C=C/c1ccco1)NC(=S)Nc1cccc(-c2nc3ccccc3o2)c1,0.4,4,0.67,-2,-4,1,1,-7,33
CC(C)CCNC(=O)C12CN(Cc3ccccc3)CC1C(c1ccc([N+](=O)[O-])cc1)=NO2 (stereo unspecified),0.8,3,0.88,-1,-6,1,3,-1,12
Cc1nn(CC(=O)N2CCc3ccccc32)c(C)c1S(=O)(=O)NC(C)(C)C,-0.7,2,1,-5,-3,1,-3,-5,-2
Cc1ccccc1CN1CCN(S(=O)(=O)c2ccc(Cl)s2)CC1,-0.3,3,0.94,-1,-5,1,4,0,6
CCc1ccc(Nc2ncccc2C#N)cc1,-1.2,-4,0.97,1,-1,0.99,-6,-4,3
COc1ccc(C(=O)Nc2nnc(C3=COCCO3)o2)cc1OC,-0.4,0,1,-18,2,1.2,-2,5,-2
CNc1nnc(-c2cccc(N(C)C)c2)s1,0.7,-3,0.96,-4,-1,1,1,3,4
O=C(Nc1ccccc1)N(C1=NCCCCS1)c1cccc2ccccc12,2.3,-10,1.1,9,-2,0.91,-2,-2,-6
CN(C)/C=C(/C(=O)c1ccccc1)n1cncn1,-2.9,-1,0.94,-8,-3,1.1,-2,-5,6
COc1ccc(/C=C(\C#N)C(=O)OCC(=O)NCc2ccc(Cl)cc2)cc1,.,.,0.96,17,-1,0.83,-4,-7,4
CC(=O)Nc1ccc(NC(=O)C(C)Oc2ccccc2C(=O)NCc2ccccc2)cc1 (stereo unspecified),1.0,-1,1.2,-12,1,1.1,2,-7,-18
CCOc1ccc(OCC)c(NC(=O)C2CCN(c3cnccn3)CC2)c1,-1.9,1,1,-16,1,1.2,-4,-7,0
COc1cc(/C=C2\N=C3CCCCCN3C2=O)ccc1O,1.4,-1,0.76,-7,-2,1.1,-2,1,24
CC(=O)OC1CCC2(C)C(CCC3C2CC(OC(C)=O)C2(C)C3C[C@@H]3O[C@]4(CC[C@@H](C)CO4)[C@@H](C)C32)C1 (stereo partly specified),.,-2,1,6,-6,0.94,-4,-6,-2
CCCC(=O)NC(=S)Nc1ccc(S(=O)(=O)N2CCc3ccccc32)cc1,18,-5,0.89,7,-2,0.93,1,2,11
Cc1ccccc1NC(NC(=O)OCCn1c([N+](=O)[O-])cnc1C)C(Cl)(Cl)Cl (stereo unspecified),0.4,-1,0.98,3,0,0.97,4,-4,2
Cn1cc([N+](=O)[O-])c(C(=O)NCC(=O)O)n1,-1.4,4,1,16,-2,0.84,1,-7,-2
Nc1nc(-c2c[nH]c3ccccc23)cs1,-3.2,-3,0.89,3,-4,0.97,-4,-5,11
Cc1oc(C(C)(C)C)cc1C(=O)NC(Cc1ccccc1)C(=O)O (stereo unspecified),-2.4,3,1.1,13,-1,0.87,0,-10,-7
CC[C@]12c3[nH]c4ccccc4c3CCN1C(=O)C(CC(=O)NCCC1=CCCCC1)C[C@@H]2C(=O)N1CCN(C(=O)c2ccco2)CC1 (stereo partly specified),0.7,-3,1,-13,-4,1.1,-2,0,0
Cc1cccc(C)c1NC(=O)N1CCC(n2c(=O)[nH]c3ccccc32)CC1,-0.3,-1,1,0,-2,1,-3,-2,-1
CCCOc1ccc(C(=O)NC2CCSc3ccccc32)cc1 (stereo unspecified),-0.4,-2,1.1,1,-5,0.99,5,-6,-11
Cc1ccccc1NC(=O)C1CC(=O)OC12CCOC(C)(C)C2 (stereo unspecified),0.6,-1,0.89,4,2,0.96,-3,-10,11
CC(C)(C)c1ccc(NC(=O)COC(=O)c2ccc(NS(=O)(=O)c3ccc(F)c(F)c3)cc2)cc1,60*,30*,1,10,-7,0.9,-2,-9,-2
Cc1ccc(S(=O)(=O)N2c3ccccc3OCC2C(C)(C)C)cc1 (stereo unspecified),1.4,4,1.1,-16,-6,1.2,-2,-7,-11
O=C(CCCCCNC(=O)N1CCn2c1nc1ccccc12)N[C@H](Cc1ccccc1)C(=O)O,-0.9,-3,0.88,14,0,0.86,2,-3,12
COc1cc(OC)c(OC)cc1/C=N/NC(=O)CCc1c(C)n[nH]c1C,-0.4,-1,1,17,0,0.83,1,0,-1
COc1cccc(/C=N/n2cnnc2)c1OCc1ccccc1,12,-2,1,-1,4,1,-3,-1,0
C=CCNC(=O)c1n[nH]c2c1CC(C(C)(C)CC)CC2 (stereo unspecified),-1.0,2,1.1,-32,-6,1.3,-3,-3,-8
CC(C)C[C@@]12C(=O)N(c3cccc(F)c3)C(=O)N1[C@H](c1ccc(Br)cc1)[C@@H]1C(=O)N(C(C)(C)C)C(=O)[C@@H]12,0.0,-6,1.3,-2,-8,1,1,4,-27
Clc1ccc(CSc2nnc(/C=C/c3ccccc3)o2)c(Cl)c1,0.2,2,1.1,21,0,0.79,0,-3,-5
C=CCN(c1ccc(OC)cc1)S(=O)(=O)c1ccc(Cl)c(C(=O)OCC(=O)NC2CC2)c1,0.1,-2,1.1,12,2,0.88,0,2,-8
CCOC(=O)N1CCN(CC(=O)Nc2nc3ccccc3s2)CC1,0.9,-2,0.92,-20,-3,1.2,0,0,8
CC1CN(C(=O)c2cccc(S(=O)(=O)N3CCN(c4ccccc4)CC3)c2)CC(C)O1 (stereo unspecified),0.3,0,0.94,5,-3,0.95,-5,-6,6
O=C(O)C1=C(C(=O)Nc2cc(C(F)(F)F)ccc2Cl)CCCC1,2.3,-1,1,-9,2,1.1,5,3,-2
O=[N+]([O-])/C=C/c1cn(Cc2ccc(F)cc2)c2ccccc12,0.3,-8,1,-1,-5,1,-6,-7,-3
Cc1ccc2c(CC(=O)N(CC3CCCO3)c3c(N)n(Cc4ccccc4)c(=O)[nH]c3=O)coc2c1 (stereo unspecified),-1.5,2,0.99,5,0,0.95,-2,-2,1
CCN1CCc2c(OCC(=O)N3CCc4ccccc43)cccc2C1=O,.,.,1.1,-8,-3,1.1,0,-2,-12
C[N+]1(C)CCCC(OC(=O)C(O)(c2ccccc2)c2ccccc2)C1 (stereo unspecified),-1.9,1,1,-2,1,1,0,-3,-3
CCOC(=O)Cc1nn2c(=O)cc(C)nc2s1,-0.9,1,1.1,-7,-2,1.1,-2,7,-9
COc1ccc(-n2nc(C(=O)NCC(=O)Nc3cccc(Cl)c3)c3ccccc3c2=O)cc1OC,0.0,-1,1,-15,-5,1.2,-6,-3,0
COc1ccc(CNC(=O)C2CCN(S(=O)(=O)N3CCCC3)CC2)cc1,0.1,0,0.96,-2,3,1,-4,-3,4
COCC(=O)OCC(=O)N1N=C(c2ccc(Cl)cc2)CC1c1ccco1 (stereo unspecified),0.6,0,1,-2,5,1,2,-1,-3
COc1ccc(NC(=O)COC(=O)CNC(=O)COc2ccccc2)cc1OC,-0.3,1,1,-18,-1,1.2,-4,1,-1
Cc1ccc(S(=O)(=O)CCC(=O)OCC(=O)NCCc2ccccc2)cc1,0.8,15*,1.1,0,-5,0.99,12,-2,-6
Cc1c(C(=O)Nc2cccc([N+](=O)[O-])c2)sc2ncn(CC(=O)N3CCOCC3)c(=O)c12,-0.2,-24,1,-15,0,1.1,-17,-4,-2
COCC(C)n1c(SC(C)C(=O)NC2CCCCC2C)nc2ccccc2c1=O (stereo unspecified),-0.3,0,0.96,8,4,0.92,0,-6,4
CN1CCN(C(=S)NC(=O)c2ccc(Cl)cc2)CC1,-1.5,-1,0.9,-6,0,1.1,-1,-7,10
